TLR9-MyD88 inh – blocks human TLR9 binding to MyD88; CHO BLA complementation TLR9-MyD88, CCF4 FRET ratio; 340,000 compounds, 0.21% hits; inhibition, % at 4.98 µM;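 active = inhibition above the mean over all tested compounds plus 3 SD, cut at about 21% in these data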;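 note: 0% = DMSO only wells and 100% = clavulanate BLA inhibitor control wells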
ABHD5-PLIN5 inh – inhibitors of human ABHD5-perilipin-5 interaction | Q00G26+Q8WTS1 | Split G. princeps luciferase complementation, luminescence, 4 h | inhibition, % at 4 µM | 360,000 compounds, 0.78% hits | AID 602281;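 active = inhibition above the mean inhibition across every tested compound plus 3 SD, cut at about 22% in these data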;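 note: 0% = DMSO only wells and the 100% control is not disclosed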
Glyco luc inh – N-linked glycosylation inhibition. D54 ERlucT glycosylation luciferase reporter, 24 h; percent of 100 nM tunicamycin response. reporter increase, % at 12.5 µM. 360,000 compounds, 0.23% hits;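 active = mean luciferase reporter signal, scaled so untreated is 0 and the glycosylation-blocking control 100, at or above a set limit in every replicate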;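 note: luciferase carries N-glycosylation sites so blocking glycosylation raises the light; 0% = median of neutral control wells and 100% = median of 100 nM tunicamycin wells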
ABCB6 inh MLPCN – inhibitors of human ABC transporter ABCB6; Q9NP58; K562-ABCB6 porphyrin accumulation, flow cytometry, 1 h; active compounds read low; 360,000 compounds, 0.19% hits; fluorescence ratio to DMSO, % at 10 µM; AID 602162;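 active = fluorescence ratio to DMSO below 75%, the collection mean minus 3 SD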;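 note: signal is porphyrin accumulated inside mitochondria; 100% equals median channel fluorescence of DMSO control wells; lower ratio means ABCB6 inhibition with less porphyrin fluorescence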
MC4R ag barr – agonists of human melanocortin 4 receptor (MC4R) beta-arrestin. P32245. U2OS MC4R beta-arrestin complementation, luminescence; percent of melanotan II response, DMSO zero. activation, % at 8.9 µM. 360,000 compounds, 0.98% hits;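 active = activation above a per-plate cutoff, the mean activation of sample wells on that plate plus 3 SD, cut at about 8% in these data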
MC4R antag cAMP – antagonists of human melanocortin 4 receptor (MC4R) | P32245 | MC4R-expressing cells, MTII-stimulated cAMP, LANCE TR-FRET | inhibition, % at 6.5 µM | 360,000 compounds, 0.48% hits | AID 540295;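 active = inhibition above its plate's cutoff, the mean of tested wells on that plate plus 3 SD, cut at about 29% in these data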;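 note: 0% = Melanotan II alone and 100% = Melanotan II plus saturating MCL0020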
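Assay system: human MC4R-expressing U2OS cells; reagent: Melanotan II stimulation of cells; dosing: 6.5 µM single dose; timing: compound 30 min, challenge 1 h, detection 1 h; signal: TR-FRET cAMP assay; replicates: one well per compound, no replicates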
H9c2 protect – modulators protecting cardiomyocytes from myocardial damage; H9c2 cardiomyocytes, H2O2 injury protection, ATPLite, 2 h; AID 588492; 360,000 compounds, 0.63% hits; protection from H2O2 cell death, % at 20 µM;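 active = compounds giving at least 50% protection of heart cells from peroxide-induced death in the single-dose screen, raw or plate-pattern-corrected value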;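 note: 0% = DMSO wells with peroxide and 100% = DMSO wells without peroxide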
SRC2 inh – inhibits human steroid receptor coactivator 2; HEK293 GAL4-SRC2 luciferase reporter, luminescence; AID 651957; Q15596; 370,000 compounds, 0.17% hits; inhibition, % at 9 µM;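 active = inhibition above the mean inhibition of all tested compounds plus 3 SD, set per campaign, cut at about 52% in these data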;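 note: 0% = DMSO treated cells and 100% = cells given Gossypol at 36 µM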
m5-HT2A agonist – mouse HTR2A agonism via beta-arrestin recruitment | P35363 | CHO-K1 mHTR2A beta-arrestin complementation, luminescence; percent of 30 µM serotonin response | activation, % at 7.6 µM | 360,000 compounds, 0.66% hits | AID 624169;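 active = activation above a run cutoff, the mean activation of all tested compounds plus 3 SD, cut at about 14% in these data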;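 note: 0% = plate median of compound wells and 100% = 30 µM serotonin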
NOD2-RIPK2 inh – inhibitors of human NOD2-RIPK2 interaction | O43353 | CHO BLA complementation NOD2-RIPK2, CCF4 ratio | inhibition, % at 4.98 µM | 360,000 compounds, 0.38% hits | AID 624267; in the data active = inhibition above about 21%;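 note: 0% = vehicle only and 100% = reference blocker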
* hit, by the source's call; . = no result given. This is a subset; rates above refer to the full screens.

SMILES | TLR9-MyD88 inh | ABHD5-PLIN5 inh | Glyco luc inh | ABCB6 inh MLPCN | MC4R ag barr | MC4R antag cAMP | H9c2 protect | SRC2 inh | m5-HT2A agonist | NOD2-RIPK2 inh
COc1cccc(CCc2nnc(CCC(=O)NC(C)Cc3cccs3)o2)c1 (stereo not given) | 0 | 2 | 2 | 99 | -0.4 | 17 | -4 | 3 | -1 | -4
Cc1ccc(NC(=S)NC2CC3CCC(C2)N3Cc2ccco2)cc1C (stereo not given) | -11 | -2 | -2 | 98 | -0.5 | 3 | -1 | 1 | -3 | -13
CCC(CNC(=O)c1c(C)nn(-c2ccccc2)c1Cl)c1ccccc1 (stereo not given) | -10 | -3 | -5 | 104 | -0.1 | 16 | -2 | 16 | -4 | -4
COc1ccc(C2(CNC(=O)C(=O)Nc3ccc(C)cc3)CCOCC2)cc1 | -11 | 4 | -1 | 101 | -1.6 | 2 | 3 | -40 | -3 | 4
C[C@H](CO)N1C[C@H](C)[C@@H](CN(C)S(=O)(=O)c2cccc(F)c2)Oc2ncc(Br)cc2C1=O | -15 | 1 | 2 | 94 | -0.4 | 6 | 9 | 14 | -2 | -4
COc1ccccc1C(=O)COC(=O)c1nc(Cl)ccc1Cl | 2 | -11 | 0 | 98 | -3.3 | 10 | 1 | -12 | 11 | 1
O=C(NCCCN1CCOCC1)c1ccccc1N1C(=O)[C@@H]2Cc3c([nH]c4ccccc34)C(c3ccc(F)cc3)N2C1=O (stereo not given in full) | -4 | -8 | 3 | 97 | -1.6 | 3 | 41 | -12 | -5 | -5
NC(=O)c1ccc(NC(=O)CN2CCN(c3ccccc3)CC2)cc1 | 13 | -1 | 2 | 95 | -3.3 | 15 | -3 | 14 | 10 | -5
Cc1cc(C)n(C(=O)CNC(=O)C(c2ccccc2)c2ccccc2)n1 | -6 | 12 | 1 | 102 | -1.4 | 8 | 1 | 12 | -2 | -5
COc1ccc(S(=O)(=O)Nc2ccc3c(c2)OCO3)cc1C(=O)O | 1 | 6 | 2 | 102 | -0.5 | 6 | -3 | 1 | 4 | -5
Cc1nnc(SCc2cc([N+](=O)[O-])cc3c2OCOC3)[nH]c1=O | -2 | 3 | 2 | 104 | -1.0 | 4 | 5 | -3 | -1 | -1
Cc1cnc(NC(=O)c2cc(-c3ccccc3)nn2-c2ccccc2)s1 | -3 | -1 | 0 | 98 | 0.0 | 10 | 2 | -8 | -2 | 3
COc1ccc(S(=O)(=O)N2CCC(C(=O)N[C@@H](C)C(=O)NCc3ccccn3)CC2)cc1 | -4 | 8 | -1 | 94 | 0.0 | 0 | -2 | -10 | 3 | -2
COc1cccc(/C=C/c2ccncc2)c1OC | 3 | -2 | 0 | 97 | 0.4 | -2 | -2 | -58 | 1 | -9
Cc1ccn2c(=O)nc(SCC(=O)c3ccccc3)nc2c1 | -4 | -6 | 0 | 100 | -0.2 | 14 | -1 | -61 | -1 | 2
COc1ccc(C2N(c3ccc(OC)cc3)C(=O)C3CCCN32)cc1 (stereo not given) | -4 | -10 | 0 | 101 | 0.9 | 6 | -8 | 3 | 1 | 4
COc1ccc(NC(=O)c2cc(-c3cc(C)ccc3O)n[nH]2)cc1Cl | -3 | 3 | 4 | 93 | 0.6 | -1 | -1 | -9 | -4 | 2
CCn1c(=S)[nH]c2cc(S(=O)(=O)N3CCOCC3)ccc21 | 8 | -8 | 6 | 103 | 0.3 | -9 | -1 | 10 | 4 | -16
COc1ccc(S(=O)(=O)N2CCOCC2)cc1C(=O)NC1CCCCC1 | -6 | -1 | . | 94 | -2.5 | -2 | -7 | -32 | -4 | -2
COc1ccc(C(=O)N(CC2CCCO2)C(C(=O)NCCC(C)C)c2ccc(C)cc2)cc1OC (stereo not given) | -7 | 3 | 0 | 100 | 1.5 | 10 | 10 | 0 | 3 | 3

Entries of single compounds, quoted from the list:
COc1ccc(C2(CNC(=O)C(=O)Nc3ccc(C)cc3)CCOCC2)cc1 is entered as TLR9-MyD88 inh = -11; ABHD5-PLIN5 inh = 4; Glyco luc inh = -1; ABCB6 inh MLPCN = 101; MC4R ag barr = -1.6; MC4R antag cAMP = 2; H9c2 protect = 3; SRC2 inh = -40; m5-HT2A agonist = -3; NOD2-RIPK2 inh = 4
Cc1ccn2c(=O)nc(SCC(=O)c3ccccc3)nc2c1 is entered as TLR9-MyD88 inh = -4; ABHD5-PLIN5 inh = -6; Glyco luc inh = 0; ABCB6 inh MLPCN = 100; MC4R ag barr = -0.2; MC4R antag cAMP = 14; H9c2 protect = -1; SRC2 inh = -61; m5-HT2A agonist = -1; NOD2-RIPK2 inh = 2
COc1cccc(/C=C/c2ccncc2)c1OC is entered as TLR9-MyD88 inh = 3; ABHD5-PLIN5 inh = -2; Glyco luc inh = 0; ABCB6 inh MLPCN = 97; MC4R ag barr = 0.4; MC4R antag cAMP = -2; H9c2 protect = -2; SRC2 inh = -58; m5-HT2A agonist = 1; NOD2-RIPK2 inh = -9

(more compounds)
SMILES | TLR9-MyD88 inh | ABHD5-PLIN5 inh | Glyco luc inh | ABCB6 inh MLPCN | MC4R ag barr | MC4R antag cAMP | H9c2 protect | SRC2 inh | m5-HT2A agonist | NOD2-RIPK2 inh
O=C(Nc1ccc(S(=O)(=O)N2C[C@@H]3C[C@@H](C2)c2cccc(=O)n2C3)cc1)c1ccc(F)cc1 | 3 | -2 | -2 | 100 | 0.3 | 7 | 3 | -39 | 2 | 0
O=C(NCCCN1CCCC1)c1ccc(CS(=O)(=O)c2ccc(Br)cc2)o1 | 1 | -4 | -3 | 99 | -1.6 | 7 | 2 | 15 | 3 | -2
O=C(Nc1ccn(CCCNCc2cccc3ccccc23)c(=O)n1)OCc1ccccc1 | -8 | -1 | -3 | 103 | -1.1 | 5 | -8 | -8 | -5 | -3
CCCOc1cccc(-c2nc3ccccc3c(=O)o2)c1 | 2 | 1 | 0 | 104 | -2.2 | 11 | -12 | -42 | 4 | -10
COc1cccc(N2CC(NC(=O)C(=O)c3c(C)[nH]c4ccccc34)CC2=O)c1 (stereo not given) | -11 | -4 | 2 | 103 | -0.9 | -4 | 6 | -4 | -9 | 9
CC1CC(C)CN(C(=O)Cn2c(SCC(=O)N3CCc4ccccc4C3)nc3ccccc32)C1 (stereo not given) | -13 | 0 | 1 | 97 | -1.0 | 14 | 3 | 17 | -3 | -1
CCCc1cc(=O)oc2c(CN3CCN(C)CC3)c(O)c(Cl)cc12 | -3 | -4 | 2 | 94 | -1.4 | 1 | -5 | 22 | -4 | -5
O=C(COc1ccc(-n2cnnn2)cc1)Nc1ccccc1OC(F)F | -13 | 7 | 1 | 97 | 0.9 | 4 | 2 | 2 | 12 | -8
Cc1ccc(NC(=O)CCC(=O)NNC(=O)COc2cccc3ccccc23)c(C)c1 | -5 | -1 | 2 | 97 | 0.2 | 7 | -3 | 3 | 0 | -4
CCOc1ccc(Nc2nc(N3CCOCC3)nc(N3CCOCC3)n2)cc1 | 1 | -10 | -5 | 94 | -1.1 | 3 | 3 | -25 | 11 | -5
CC(C)(C)c1ccc(C(=O)O/N=C(\N)Cc2cccs2)cc1 | 5 | -1 | 22 | 108 | 7.0 | 3 | -12 | -42 | -6 | -5
O=C1Nc2ccccc2C12OCCO2 | 3 | -2 | -1 | 92 | 0.1 | 3 | -1 | 13 | 0 | -2
CCOC(=O)c1ccc(COC(=O)CNS(=O)(=O)c2ccccc2)cc1 | -6 | 7 | -1 | 99 | -2.3 | 18 | -15 | -10 | 2 | -5
O=C(CSc1cnc2ccccc2n1)NC1CCCC1 | -14 | 3 | -4 | 91 | -0.9 | 25 | 0 | 16 | 3 | 3
CC(=O)COc1ncnc2c(Cl)cc(Cl)cc12 | 3 | 0 | 4 | 101 | -4.4 | 4 | -2 | 2 | -4 | -5
CCN(C(=O)COC(=O)/C=C/c1c(C)nn(Cc2ccc(C)cc2)c1C)C1CCS(=O)(=O)C1 (stereo not given) | 2 | 3 | 1 | 93 | -3.0 | -3 | -2 | 13 | -4 | 8
Cc1ccc(C(=O)OCC(=O)c2ccc(CC(=O)N3CCOCC3)s2)cc1C | -2 | 0 | 1 | 86 | -3.9 | 5 | -8 | 13 | -4 | -1
CC(=O)N1CCN(c2ccc(NC(=O)c3ccc(Cl)cc3)cc2)CC1 | 4 | 9 | 0 | 98 | 0.3 | 1 | 8 | -9 | 5 | -1
COc1ccccc1CN1CCNC(=O)C1CC(=O)NCCOc1cccnc1 (stereo not given) | -5 | -4 | 1 | 103 | -2.5 | 8 | -1 | -12 | 2 | -9
Cc1cccc(C)c1NC(=O)COC(=O)c1nonc1N | 5 | 9 | 0 | 100 | 3.1 | 19 | -5 | -5 | 6 | 7
CCCC(C)C(=O)Nc1nc(C)c(-c2csc(Nc3cc(Cl)ccc3C)n2)s1 (stereo not given) | -1 | -11 | 10 | 100 | -1.2 | 1 | -7 | -3 | -1 | -14
C=C(C)CN1C(=O)C2(OCCO2)c2ccccc21 | 6 | -6 | -1 | 101 | -1.2 | -4 | 6 | -65 | 5 | -3
COc1cccc(CNn2cnnc2)c1O | -4 | -4 | 1 | 101 | -1.9 | 1 | 6 | 5 | 5 | -4
CCN(CCCNC(=O)CCCCn1c(=O)[nH]c2ccccc2c1=O)c1ccccc1 | -2 | 1 | 1 | 88 | -0.3 | -15 | 3 | 2 | -1 | 3
CN=C(Nc1cc(C)nn1CCC#N)c1ccc(F)cc1 | -7 | -2 | 2 | 95 | -1.0 | 9 | 3 | -24 | 0 | -9
O=C(N[C@H]1CC[C@H](CC(=O)N2CCCCC2)O[C@@H]1CO)c1cccc(F)c1 | . | 3 | . | . | . | . | . | -6 | 4 | -3
CCCn1c(SCc2ccccn2)nc2c1c(=O)n(C)c(=O)n2C | 11 | 1 | 4 | 94 | 0.0 | -7 | 5 | -39 | -6 | 2
N#CC1=C(N)Oc2c(ccc3cccnc23)C1c1ccccc1 (stereo not given) | 0 | 4 | 2 | 100 | -1.1 | -2 | 58* | 33 | -7 | -11
COc1ccc(C(=O)NCCSCc2ccccc2Cl)cc1OC | -3 | -7 | -1 | 98 | 1.1 | 10 | 4 | 2 | -1 | -1

Assay outcomes from PubChem BioAssay.
